Source: PubChem (Broad Institute)
GSIS activator = primary screen for activators of insulin secretion dependent on glucose, INS-1E cells, GLuc reporter luminescence | INS-1E GLuc reporter insulin secretion, 2-3 h | activation, % at 16.6 µM | 0.61% of 370,000 active;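 active means lowest replicate activation of at least 40%, so every replicate reaches that level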;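 further: 0% = median of neutral control wells and 100% = median of IBMX positive control wells; some compounds called inactive have numbers as strong as hits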
RAD54 inh = RAD54 (human) branch migration inhibition | inhibition, % at 10.4 µM | RAD54 Holliday junction branch migration, FAM/BHQ fluorescence | Q92698 | 0.14% of 360,000 active;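 active means mean normalized replicate activity at least 40 and at least half of replicates scoring 40 or more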;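 further: 0% = median of neutral control wells and 100% = median of positive control wells; inhibitors cause a drop in the FAM fluorescence signal; in these data hits start at about 50%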
Target sequence (Q92698 whole entry, looked up): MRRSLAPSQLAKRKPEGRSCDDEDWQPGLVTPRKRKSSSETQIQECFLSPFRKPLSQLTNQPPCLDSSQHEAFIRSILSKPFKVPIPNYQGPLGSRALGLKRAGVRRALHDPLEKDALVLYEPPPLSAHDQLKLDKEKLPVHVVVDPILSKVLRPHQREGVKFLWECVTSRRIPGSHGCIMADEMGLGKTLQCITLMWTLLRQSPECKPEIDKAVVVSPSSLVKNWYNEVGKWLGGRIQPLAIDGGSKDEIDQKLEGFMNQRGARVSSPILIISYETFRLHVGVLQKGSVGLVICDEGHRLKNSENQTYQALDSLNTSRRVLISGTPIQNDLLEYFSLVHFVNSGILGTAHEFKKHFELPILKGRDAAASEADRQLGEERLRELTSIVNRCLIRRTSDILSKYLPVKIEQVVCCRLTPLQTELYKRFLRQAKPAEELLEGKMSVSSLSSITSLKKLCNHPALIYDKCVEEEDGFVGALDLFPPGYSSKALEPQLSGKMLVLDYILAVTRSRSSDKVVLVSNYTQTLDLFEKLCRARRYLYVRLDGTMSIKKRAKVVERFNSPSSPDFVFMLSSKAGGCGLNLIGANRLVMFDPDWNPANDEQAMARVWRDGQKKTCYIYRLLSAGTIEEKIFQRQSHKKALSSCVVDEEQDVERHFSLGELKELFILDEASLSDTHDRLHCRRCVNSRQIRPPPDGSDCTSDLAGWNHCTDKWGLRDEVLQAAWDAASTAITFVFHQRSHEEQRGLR
XiGFP reactiv = activators of X-chromosome reactivation in mouse fibroblasts. XiGFP mouse fibroblasts, % GFP-positive cells imaging, 3 d; cells co-treated with 5-aza-dC sensitizer; scaled so ellipticine positive control = 100%. activation, % at 7.58 µM. 0.055% of 360,000 active;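 active means mean normalized replicate activation at least 10% and every replicate at or above 10%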;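 further: 0% = median of on-plate neutral control wells and 100% = ellipticine 6 µM median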
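Material: XiGFP fibroblasts, SV40-immortalized. Buffer or medium: DMEM plus 5-aza-dC sensitizer. Compound: single concentration per compound, delivered by pin transfer. Times: 3 days compound exposure. Controls: ellipticine 6 µM.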
* marks the source's active call; other numbers are inactive results.

Compound	GSIS activator	RAD54 inh	XiGFP reactiv
COc1cc(OC)c(C(=O)OC(C)C(=O)Nc2cccc(C(F)(F)F)c2)cc1OC (configuration not stated)	-18	7	0.2
Cc1cc(O)ccc1N/C=C1\CCCC1=O	-4	-12	0.0
Cc1ccc(C=Nc2ccccc2C(N)=O)s1	23	12	0.2
Cc1ccc(NC(=O)Nc2ccccc2)cc1[N+](=O)[O-]	-8	3	0.4
CCN(CC)c1ccc(/C=N/N2CCOCC2)c(O)c1	0	-4	0.0
O=C(N/N=C/c1ccc(OC(F)F)cc1OC(F)F)c1ccc(Br)cc1	-20	5	0.1
COc1cc(/C=N/NC(=O)C(=O)NCc2cccnc2)cc(OC)c1OC	5	5	0.2
O=C1C=CC2C(c3ccc4c(c3)OCO4)CC1N2Cc1ccccc1 (configuration not stated)	6	-1	0.5
S=C(Nc1ccc(Cl)cc1)c1nc2ccccc2[nH]1	-24	4	0.2
O=C(Nc1ccc(C(F)(F)F)cc1-c1ccccc1)c1ccccc1	2	-2	0.1
Cc1ccc(S(=O)(=O)N/N=C\c2cc3c(cc2Br)OCO3)cc1	-3	0	0.3
O=C(/C=C/c1ccccc1Cl)N(c1ccccn1)C1CCCCC1	-1	-5	1.4
C[N+](C)(CC#Cc1ccccc1)CC(=O)c1ccccc1	20	-6	0.0
CC(C)c1ccc(S(=O)(=O)N2CCN(C(=S)NCc3ccco3)CC2)cc1	-13	-6	0.2
O=C1N(C2CCCC2)C[C@@H]2C[C@@H](c3cn[nH]c3-c3ccc(Cl)cc3)N3CCC[C@@]123	0	-6	0.1
COc1ccc2c(c1)cc(C(O)c1ccccn1)n2S(=O)(=O)c1ccccc1 (configuration not stated)	-18	1	0.0
COc1ccc(NC(=O)COC(=O)c2cc(SC)ccc2Cl)c(OC)c1	19	-1	0.0
Cc1onc(-c2ccccc2Cl)c1C(=O)Nc1ncn[nH]1	17	3	0.0
COc1ccc(NC2=C(Cl)C(=O)N(CCc3ccccc3)C2=O)c(OC)c1	15	3	0.3
N#CCSc1nc(-c2ccccc2)c2cc(Cl)ccc2n1	19	-9	0.3
CCOC(=O)c1sc2nc(C(C)C)c3c(c2c1N)CCC3	5	-10	0.0
COc1ccc(/C=C/C(=O)N2CCN(S(=O)(=O)/C=C/c3ccccc3)CC2)cc1OC	40	-18	0.2
CN1CCC(NC(=O)Cc2c(F)cccc2Cl)CC1	5	-7	0.0
CCOc1ccc(NC(=S)Nc2cccc3cnccc23)cc1	-1	-7	0.1
Cc1nn(-c2ccccc2)c2c1C(c1cccc([N+](=O)[O-])c1)N(c1ccccc1)C(=O)N2 (configuration not stated)	0	2	0.1
CC(=O)Nc1ccc(NC(=O)Cc2ccc(S(=O)(=O)N3CCCCC3)s2)cc1	19	-12	-0.1
CN(C(=S)Nc1ccccc1)c1ccccc1	7	-8	0.0
Cc1nnc(SCc2ccccc2)n(N)c1=O	3	-4	0.1
Cc1ccc([N+](=O)[O-])cc1NC(=O)c1ccoc1C	10	6	0.0
NS(=O)(=O)c1ccc(CCNC(=O)CSc2ccc(Cl)cc2)cc1	-5	5	0.1
COc1ccc(CNC(=O)CN(C2CCCCC2)S(C)(=O)=O)cc1	33	1	-0.1
CCc1ccc(NC(=O)Cc2ccc(-n3cccc3)cc2)cc1	-4	-5	0.4
O=C(c1cc2ccccc2oc1=O)N(c1ccc(Cl)cc1)C1C=CS(=O)(=O)C1 (configuration not stated)	11	9	0.4
CC(C)(C)NS(=O)(=O)c1ccc(CCC(=O)Nc2ccc3c(c2)OCCO3)cc1	5	-7	0.2
O=C(Nc1ccc(F)cc1F)c1cc2nc3c(c(C(F)(F)F)n2n1)CCCC3	7	-6	0.0
COc1ccc(/C=N\NC(=O)c2cc(O)c(O)c(O)c2)cc1CN1CCN(c2ccc(F)cc2)CC1	6	4	0.0
Cc1cc(=O)n2[nH]c(N)c(N=Nc3ccccc3)c2n1	-7	7	0.0
Cc1c(Cl)cccc1NC(CC(=O)c1ccccc1)C(=O)OCC(=O)c1cccs1 (configuration not stated)	-8	-2	0.0
CCOC(=O)C1=C(CSc2nc3c(cc2C#N)CN(C)CC3)OC(N)=C(C#N)C1c1ccncc1 (configuration not stated)	8	-36	0.5
O=C(/C=C/c1ccc(Cl)cc1Cl)N(Cc1ccccc1)C1CCS(=O)(=O)C1 (configuration not stated)	-24	5	0.2
CC1=C(C(=O)OCc2ccccc2)C(/C=C/c2ccccc2)NC(=S)N1 (configuration not stated)	-17	1	0.4
Cc1cc(=O)[nH]c(N/N=C/c2cccs2)n1	9	-3	0.0
Cc1ccsc1/C=N/NC(=O)CN1CCN(S(=O)(=O)c2ccc(Br)cc2)CC1	-15	7	0.3
COc1ccc(Nc2ncnc3sc(-c4ccccc4)cc23)cc1OC	-29	2	-0.1
CCOC(=O)c1ccc(-n2ccnc2)c(NC(=O)c2ccc(Cl)cc2)c1	26	0	-0.1
CCN(CC)C(=O)Oc1ccc(Br)c2ccccc12	-7	0	0.3
CC(C)(C)c1ccc(NC(=O)COC(=O)c2ccc([N+](=O)[O-])s2)cc1	-26	-3	0.2
O=C(CCC(=O)Nc1ccccc1)NNC(=O)C(c1ccccc1)c1ccccc1	-17	2	0.5
COc1ccc(C2NC(=S)NC3=C2CCc2ccccc23)cc1OC (configuration not stated)	-1	1	0.0
CCc1cccc(C)c1NC(=O)COC(=O)CNS(=O)(=O)/C=C/c1ccccc1	-2	5	0.0
Cc1cccc2cc(CN(CC3CCCO3)C(=S)NCc3ccco3)c(=O)[nH]c12 (configuration not stated)	-18	-10	0.0
COc1ccccc1NC(=O)N1CCCC1	-15	-6	0.0
Cc1ccc(Nc2ccc(S(=O)(=O)N3CCOCC3)cc2[N+](=O)[O-])c(C)c1	-20	9	-0.2
Cc1cc(C)c2c(c1)NC(c1cc3c(cc1Br)OCO3)C1CC=CC21 (configuration not stated)	-13	-1	-0.1
COc1ccccc1CP(=O)(c1ccccc1)c1ccccc1	15	3	9.0
CCN(CC)C(=S)SCC(=O)c1c(C)[nH]c2ccccc12	-6	-10	0.1
CCc1cccc(NC(=O)Nc2ccc3c(c2)OCO3)c1	1	1	0.0
Cc1ccc(CN2CCN(/N=C/c3ccc(C(=O)O)cc3)CC2)cc1	-15	-9	0.2
Cc1nc(Cl)sc1C(=O)Nc1cccc(Cl)c1C	37	3	0.0
Cc1ccc(C)c(N2CCN(C(=O)CCCN3C(=S)NC(C)(C)CC3C)CC2)c1 (configuration not stated)	-19	0	0.0

Next part
Below each compound: GSIS activator | RAD54 inh | XiGFP reactiv
CCN(CC)S(=O)(=O)c1ccc(Cl)c(NC(=O)c2ccc(C#N)cc2)c1
→ 19 | 2 | 0.2
NC(=O)Cc1nc(-c2ccccc2)cs1
→ 11 | -8 | -0.1
CCN(CC)S(=O)(=O)c1ccc(N2CCOCC2)c(NC(=O)c2cnccn2)c1
→ 20 | 8 | 0.0
O=C1CCC(=O)N1c1ccc(NCc2ccccc2Cl)c([N+](=O)[O-])c1
→ 2 | -3 | 0.6
Cn1c(/C(C#N)=C/c2ccc(-c3ccc(S(N)(=O)=O)cc3)o2)nc2ccccc21
→ 0 | -25 | 2.7
CCOC(=O)C1=C(CP(=O)(c2ccccc2)c2ccccc2)NC(=O)NC1c1ccc(Cl)cc1 (configuration not stated)
→ -34 | -6 | 0.5
Cc1cc(Br)c(NC(=O)COC(=O)C2CC2C)c(Br)c1 (configuration not stated)
→ -26 | -4 | 0.0
COc1ccc(NS(=O)(=O)c2cc(NC(=O)c3ccncc3)ccc2N2CCOCC2)cc1
→ 6 | 1 | 0.0
Cn1c(O)c(N=NC(=O)c2cc(-c3cccs3)nc3ccccc23)c2ccccc21
→ -19 | -11 | -0.1
Cc1cccnc1NC(=O)c1ccccc1-c1ccccc1C(=O)Nc1ncccc1C
→ 14 | 2 | 0.4

The last 2 records of the section above lead into the next:
Below each compound: GSIS activator | RAD54 inh | XiGFP reactiv
Cn1c(O)c(N=NC(=O)c2cc(-c3cccs3)nc3ccccc23)c2ccccc21
→ -19 | -11 | -0.1
Cc1cccnc1NC(=O)c1ccccc1-c1ccccc1C(=O)Nc1ncccc1C
→ 14 | 2 | 0.4
CCn1cc(CN(C)S(=O)(=O)c2ccc3ccccc3c2)c(C)n1
→ -33 | -9 | 0.0
Cc1ccc(/C=N/NC(=S)N2CCOCC2)cc1
→ 25 | 2 | 0.0
Cc1ccc(C(=O)c2ccccc2C(=O)OCC(=O)NCCc2ccc(Cl)cc2Cl)cc1
→ -21 | 1 | 0.1
COc1ccc(C2CC(c3cccs3)=NN2C(=O)CSc2nc3ccccc3s2)cc1 (configuration not stated)
→ -32 | 3 | 0.8
CCOc1ccc(-c2cn(-c3ccc(OC)cc3)c(SC)n2)cc1
→ -16 | -13 | 0.2
Cc1cccc(/C=N/N2CCN(c3ccccc3)CC2)c1
→ -15 | 5 | 0.0
CS(=O)(=O)c1ccc(C(=O)NC2CCCCC2)cc1
→ 0 | 4 | 0.2
CC(=O)c1ccc(NC(=O)COC(=O)c2ccccc2Nc2ccccc2)cc1
→ 34 | 0 | 0.0
COc1cc(/C=C/C(=O)OCC(=O)NC(=O)NC(C)C)ccc1OCC#N
→ 21 | 3 | 0.2
C/C(=N\NC(=O)Nc1ccccc1)c1ccc2ccccc2c1
→ -9 | 5 | 0.2

Compound profiles, from the list above:
Profile of `Cc1ccc(/C=N/NC(=S)N2CCOCC2)cc1` = GSIS activator = 25; RAD54 inh = 2; XiGFP reactiv = 0.0
Profile of `CC(=O)c1ccc(NC(=O)COC(=O)c2ccccc2Nc2ccccc2)cc1` = GSIS activator = 34; RAD54 inh = 0; XiGFP reactiv = 0.0

Next section
Below each compound: GSIS activator | RAD54 inh | XiGFP reactiv
COc1ccc(/C=N/NC(=S)Nc2ccccc2)cc1COc1ccc(F)cc1
→ 8 | -3 | 1.8
COc1cc(CCC(=O)Nc2cccc(S(=O)(=O)N(C)C)c2)cc(OC)c1OC
→ -2 | 2 | 0.0
CCCn1c(C)cc(/C=C(\C#N)C(=O)OCC(=O)Nc2ccc(OC)c(Cl)c2)c1C
→ -39 | -6 | 0.2
COc1ccc(/C=C2\C(=O)NC(=S)N2C(=O)c2ccc(F)cc2)cc1
→ -24 | -41 | 0.1
O=C(Nc1ncc(Cc2ccccc2Cl)s1)c1ccc(-c2cccc([N+](=O)[O-])c2)o1
→ -13 | 4 | 0.3
O=[N+]([O-])c1ccccc1-c1cc(-c2ccccc2O)n[nH]1
→ -30 | -4 | 0.3
COc1ccc(OCc2nnc(NC(=O)Nc3ccc(F)cc3)s2)cc1
→ 31 | 2 | 0.0
CC1S/C(=N/N=C/c2cccs2)NC1=O (configuration not stated)
→ -3 | 2 | -0.1
Cc1c(Cl)c([N+](=O)[O-])nn1CCCC(=O)NC(C)c1ccccc1 (configuration not stated)
→ -2 | -9 | 0.0
OC(COCCOc1ccc(Br)cc1)CN1CCN(Cc2ccccc2)CC1 (configuration not stated)
→ -8 | -4 | -0.1
COC(=O)c1c(NC(=O)CN2C(=O)C(=O)N(CC(C)C)C2=O)sc2c1CCCCC2
→ 1 | 0 | 0.0
CCc1ccc(OCC(=O)NC(NC(=S)Nc2ccccc2)C(Cl)(Cl)Cl)cc1 (configuration not stated)
→ 199* | -4 | 0.3
COc1ccc(/C=C/C(=O)NC(=S)Nc2ccc(S(=O)(=O)Nc3ccc(OC)nn3)cc2)cc1
→ -13 | -9 | 0.1
O=C1CN(C(=O)COc2ccc(Br)cc2F)c2ccccc2N1
→ -1 | 4 | -0.1
COc1cc(C(=O)Nc2nc(C)c(Cc3ccc4c(c3)OCO4)s2)cc(OC)c1OC
→ 0 | -2 | 0.2
CCC(=O)Nc1ccc2ccccc2c1
→ 10 | 6 | 0.1
Clc1nnc(NN=C2CCCC2)c2ccccc12
→ 15 | -6 | 0.2
CCCC(=O)OCCNc1cc(Sc2nc3ccccc3[nH]2)c2nonc2c1[N+](=O)[O-]
→ 76* | 4 | -0.1
Cc1ccc(S(=O)(=O)NCCCCCC(=O)Nc2cccc(C)c2)cc1
→ -36 | -6 | 0.0
Cc1cc(C(=O)N/N=C/c2ccc(-c3cccc(Cl)c3Cl)o2)n[nH]1
→ 13 | -3 | 0.3
CC(C)(C)C(=O)NC(NC(=O)C(C)(C)C)c1ccc([N+](=O)[O-])cc1
→ 13 | -9 | -0.1
CCN(CC)S(=O)(=O)c1cccc(C(=O)OCC(=O)c2ccc3c(c2)OCCO3)c1
→ 5 | 6 | 0.3
NS(=O)(=O)c1cc(C(=O)NCCOc2ccccc2)c(Cl)cc1Cl
→ 1 | 9 | -0.2
O=C(N/N=C/c1ccc(Br)cc1)c1ccc(F)cc1
→ -2 | -3 | 0.1
COc1ccc(CNC(=O)CN=C2NC(=O)C(c3ccccc3)(c3ccccc3)N2)cc1
→ -21 | -6 | 0.1
O=C(CNC(=O)c1cccc(F)c1)OCC(=O)N1CCCc2ccccc21
→ -5 | 3 | 0.0
Cc1ccc(C)c2[nH]c(=O)c(CN(Cc3cccs3)C(=S)NCc3ccco3)cc12
→ -11 | -1 | 0.2
Cn1cccc1CC(=O)NNC(=S)Nc1ccc(Cl)cc1Cl
→ -3 | 3 | 0.0
Cc1cc(Cl)ccc1Oc1ccc(C(N)=O)cc1[N+](=O)[O-]
→ 30 | 1 | 0.2
O=S(=O)(/N=C(\c1ccccc1F)N1CCCCC1)c1ccccc1
→ 12 | -2 | -0.1

A portion of the library; rates above refer to the full screens.
